Source: PubChem
AHR act = AHR activators, primary screen, cell-based, luminescence, luciferase reporter, human; 2.5% of 320,000 active; activation, % at 5 µM; AID 2796, 2010; AHR-responsive luciferase reporter cells; in the data active means activation above about 47%;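 further: 0% = vehicle wells and 100% = reference agonist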
procasp3 activ = activators of human procaspase-3 D3A mutant, primary screen, biochemical, absorbance, PC-3 D3A mutant, single concentration | Caspase-3 (Homo sapiens), P42574 | recombinant procaspase-3 D3A, Ac-DEVD-pNA absorbance 405 nm | activation, % at 8.5 µM | 0.11% of 330,000 active | AID 463141, 2010;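 active means activation above the mean of all tested compounds plus 3 SD, cut at about 21% in these data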;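 further: 0% = DMSO alone and 100% = DMSO wells spiked with extra 5 µM PC-3 D3A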
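material = Procaspase-3 D3A mutant | probe or stimulus = Ac-DEVD-pNA | compound = single dose, 8.5 µM nominal compound, 0.8% DMSO | timing = 1 h preincubation, 2 h reaction | measured by = 405 nm absorbance of p-nitroaniline, reads at 0 and 120 min | benchmarks = DMSO-only low control, 5 µM PC-3 D3A high control | repeats = singlicate, each compound tested once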
ZTA DNA inh = blocks Epstein-Barr virus ZTA, an EBNA-1 counter-screen; P03206; ZTA-DNA binding, fluorescence polarization; inhibition, % at 11 µM; 0.15% of 320,000 active; in the data active means inhibition above about 33%
LAP4-GFP MLPCN = modulators of LAP4-GFP expression in yeast, primary screen, S. cerevisiae, multiplex flow cytometry, MLPCN library. 3 h; median GFP as percent of DMSO wells. GFP response vs DMSO, % at 10 µM. 0.34% of 320,000 active. AID 2023, 2009;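 active means GFP response vs DMSO above a set limit, about the screen mean plus 3 SD, cut at about 150% in these data; inconclusive means under 70 cell events counted for the yeast strain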
MEP2 TOR yeast = modulators of MEP2-GFP levels in yeast, primary screen, S. cerevisiae, multiplex flow cytometry, MLPCN library; S. cerevisiae MEP2-GFP strain, 3 h; 100% = DMSO control level; GFP response vs DMSO, % at 10 µM; 0.51% of 330,000 active;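 active means GFP response versus DMSO above a set limit, roughly screen mean plus 3 SD, cut at about 180% in these data; inconclusive means fewer than 70 cells counted for a yeast strain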;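 further: median GFP fluorescence of the barcode-gated MEP2-GFP cells per well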
procasp7 counter = procaspase-7 activators, primary screen, counter-screen for procaspase-3 activator project, biochemical, absorbance, HTS, human; recombinant procaspase-7, Ac-DEVD-pNA absorbance 405 nm; D23A/D198A/D206A triple mutant, cannot self-cleave; scale: DMSO 0, 5 µM enzyme 100; Caspase-7 (Homo sapiens), P55210; activation, % at 8.5 µM; 0.093% of 330,000 active;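 active means percent activation above the screen-wide mean plus 3 SD, cut at about 25% in these data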
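Assay system – Uncleavable procaspase-7 mutant enzyme · Quantity – 2 µM procaspase-7 mutant as dispensed · Times – 1 h preincubation, 2 h reaction · Dosing – single nominal 8.5 µM compound dose, 0.8% DMSO final · Buffer or medium – Zinc-free 50 mM HEPES buffer, pH 7.4, with NaCl and Triton X-100 · Detection – Epi-absorbance of released pNA at 405 nm, two timepoints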
EBNA-1 inh = EBNA-1 DNA-binding inhibitors, primary screen, biochemical, fluorescence polarization | inhibition, % at 14.8 µM | 0.34% of 300,000 active; in the data active means inhibition above about 28%
RPL19A TOR yeast = RPL19A-GFP expression modulators in yeast, primary screen, cell-based, S. cerevisiae, multiplex flow cytometry, MLPCN. S. cerevisiae RPL19A-GFP strain, 3 h; hits give low values. percent response vs DMSO, % at 10 µM. 0.3% of 330,000 active;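 active means percent response vs DMSO below 50%; inconclusive means fewer than 70 events counted for the yeast strain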;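 further: median channel GFP fluorescence of the barcoded RPL19A-GFP strain; ratio of sample median GFP to plate DMSO average so 100% = DMSO; lower means less RPL19A-GFP as with rapamycin TOR inhibition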
The depositor's hits bear a star; u = inconclusive; x = no result given; [ ] = remark or other dose.

(1) CC1CCC(NC(=O)c2ccc(-n3cncn3)c([N+](=O)[O-])c2)CC1 (stereo unspecified)
(2) CN1CCCCCC1C(=O)N1CCC(N2CCC(C(=O)N3CCOCC3)CC2)CC1 (stereo unspecified)
(3) COc1ccc(NS(=O)(=O)c2ccc(N3CCOCC3)c(NC(=O)c3ccc(OC)cc3)c2)cc1
(4) COCc1cccc(NC(=O)Cc2cccc3ccccc23)c1
(5) COc1cccc(-c2csc(N3CCN(CC(=O)NNC(=O)c4ccco4)CC3)n2)c1
(6) Cc1ccc(CC2CC(=O)N(c3ncccn3)C2=O)cc1 (stereo unspecified)
(7) CCNc1nc(Oc2ccc(C(=O)OC)cc2)nc(N2CCOCC2)n1
(8) O=C(Nc1ccc2c(c1)OCCO2)N1CCOCC1
Assay by compound,1,2,3,4,5,6,7,8
procasp7 counter,10,2,3,7,2,3,3,9
AHR act,15,5,-2,5,5,0,4,12
procasp3 activ,2,-3,10,5,-4,5,6,7
EBNA-1 inh,0,-10,-2,-7,11,6,9,-12
RPL19A TOR yeast,98,107,103,102,104,103,99,100
LAP4-GFP MLPCN,104,106,104,106,88,111,110,104
ZTA DNA inh,11,-13,-14,3,0,-7,27,1
MEP2 TOR yeast,103,102,102,103,109,109,97,107

(9) Cc1ccc(C(C(=O)NC(C)(C)C)N(C(=O)c2csnn2)C2CC2)cc1 (stereo unspecified)
(10) CCOc1ccc(/C=N/NC(=O)CC(=O)Nc2ccc(Cl)c(Cl)c2)cc1
(11) CCOC(=O)C1=C(CSc2nc3ccccc3s2)NC(=O)NC1c1cc(C)ccc1C (stereo unspecified)
(12) NN=C(c1ccccc1)c1ccccc1
(13) COC(=O)C1CCN(C(=O)c2cc3c(=O)n4cccc(C)c4nc3n2Cc2ccccc2)CC1
(14) CCn1ncc(C(=O)Nc2ccc(F)cc2)c1C
(15) COc1ccc(CN(C)C2c3ccccc3-c3ccccc32)cc1
(16) O=C(Nc1cccc(NC(=O)c2cccs2)c1)c1ccc(Br)cc1
Assay by compound,9,10,11,12,13,14,15,16
procasp7 counter,-2,-8,-1,5,2,5,0,10
AHR act,-1,8,9,7,0,60*,2,12
procasp3 activ,15,4,5,-5,7,-6,-4,-4
EBNA-1 inh,-14,16,10,-3,20,7,4,70*
RPL19A TOR yeast,105,110,96,90,106,102,103,106
LAP4-GFP MLPCN,94,107,102,111,109,x,105,91
ZTA DNA inh,4,9,2,-16,-3,-2,6,13
MEP2 TOR yeast,104,111,101,92,107,109,107,107

Part of the list above in order of molecular weight, descending:
(9) Cc1ccc(C(C(=O)NC(C)(C)C)N(C(=O)c2csnn2)C2CC2)cc1 (stereo unspecified)
(15) COc1ccc(CN(C)C2c3ccccc3-c3ccccc32)cc1
(12) NN=C(c1ccccc1)c1ccccc1
Assay by compound,9,15,12
procasp7 counter,-2,0,5
AHR act,-1,2,7
procasp3 activ,15,-4,-5
EBNA-1 inh,-14,4,-3
RPL19A TOR yeast,105,103,90
LAP4-GFP MLPCN,94,105,111
ZTA DNA inh,4,6,-16
MEP2 TOR yeast,104,107,92

The main list resumes, repeating the four entries before the break.
(13) COC(=O)C1CCN(C(=O)c2cc3c(=O)n4cccc(C)c4nc3n2Cc2ccccc2)CC1
(14) CCn1ncc(C(=O)Nc2ccc(F)cc2)c1C
(15) COc1ccc(CN(C)C2c3ccccc3-c3ccccc32)cc1
(16) O=C(Nc1cccc(NC(=O)c2cccs2)c1)c1ccc(Br)cc1
(17) CCOC(=O)Cc1nn(Cc2nc(-c3ccc(C)cc3)cs2)c(=O)c2ccccc12
(18) COc1ccc(-n2cnc3cc(C(=O)NC4CCCC4)ccc32)cc1
(19) Cc1ccccc1NC(=O)CN1C(=O)c2ccccc2C1=O
(20) CN(C)CCNc1nc2c(c(=O)[nH]c(=O)n2C)n1CCCc1ccccc1
(21) O=P(/C(=N/O)Sc1ccccc1)(N1CCOCC1)N1CCOCC1
(22) O=C(O)C1CC(=O)N(c2ccc(OCc3ccc(Cl)cc3Cl)cc2)C1 (stereo unspecified)
(23) O=[N+]([O-])c1ccc(Cl)c(CN2CCSCC2)c1
(24) Cc1ccc(-n2nnnc2SC(C)C(=O)Nc2ccccc2-c2ccccc2)cc1 (stereo unspecified)
Assay by compound,13,14,15,16,17,18,19,20,21,22,23,24
procasp7 counter,2,5,0,10,15,9,-7,10,4,5,-4,9
AHR act,0,60*,2,12,3,18,0,-1,-2,-4,5,1
procasp3 activ,7,-6,-4,-4,1,10,-1,3,-1,5,3,9
EBNA-1 inh,20,7,4,70*,-2,8,2,-4,8,-3,2,-2
RPL19A TOR yeast,106,102,103,106,96,99,102,98,100,99,108,104
LAP4-GFP MLPCN,109,x,105,91,104,92,92,98,93,118,97,90
ZTA DNA inh,-3,-2,6,13,24,17,-2,-8,4,4,-2,-10
MEP2 TOR yeast,107,109,107,107,98,96,108,99,95,98,112,105

(25) c1cncc(Nc2nc(-c3cccs3)cs2)c1
(26) Cn1nnnc1SCC(=O)Nc1ccccc1Br
(27) CC(=O)Nc1ccc(SCCN2CC[C@@H](O)CCC2=O)cc1
(28) O=S(=O)(Nc1cccc(-c2ccc(N3CCCCCC3)nn2)c1)c1cccc(F)c1
(29) CC(C)N(Cc1cn[nH]c1-c1ccc(-c2ccccc2)cc1)Cc1nccn1C
(30) COCCCNC(=S)Nc1ccc(C)cc1
(31) c1ccc(CCc2nn3c(C4COc5ccccc5O4)nnc3s2)cc1 (stereo unspecified)
(32) COCc1cc(=O)n2[nH]c(SCc3ccccc3)nc2n1
Assay by compound,25,26,27,28,29,30,31,32
procasp7 counter,-10,0,0,1,0,5,-11,4
AHR act,58*,1,0,4,12,0,4,1
procasp3 activ,6,4,2,3,5,3,0,4
EBNA-1 inh,1,2,x,1,11,0,-9,-1
RPL19A TOR yeast,91,95[may fluoresce green],97,107,97,101,100,89
LAP4-GFP MLPCN,102,103[may fluoresce green],102,101,109,99,100,91
ZTA DNA inh,-9,-14,-1,7,0,-11,-5,13
MEP2 TOR yeast,91,98[may fluoresce green],85,103,98,96,107,94

(33) C=CCn1c(SCC(=O)Nc2cccc(C)c2)nnc1-c1cnccn1
(34) CCOc1cc([C@H]2[C@@H]3CCCC[C@]3(O)CCN2CC(=O)NCc2ccco2)ccc1O
(35) NC(=S)N=Nc1c(O)n(CCCl)c2ccc(Br)cc12
(36) CSc1cccc(CNC(=O)C2CCC(=O)N(CC3CCCCC3)C2)c1 (stereo unspecified)
(37) C#CCOCCOCCOCCNc1nc(N2CCN(C(=O)[C@H]([C@@H](C)CC)n3cc([C@@H](N)Cc4ccc(O)cc4)nn3)CC2)nc(N2CCN(C(=O)[C@H](Cc3cc4ccccc4[nH]3)n3cc([C@@H](N)C(C)CC)nn3)CC2)n1 (stereo partly specified)
(38) CS(=O)(=O)N(Cc1ccc(Cl)cc1)c1ccc(C(=O)NCCC2=CCCCC2)cc1
(39) CC1(C(=O)OCC(=O)NNC(=O)COc2ccc(Cl)cc2)CC1(Cl)Cl (stereo unspecified)
(40) CC(=O)c1ccc(S(=O)(=O)Nc2cccc(-c3cn4c(n3)SCC4)c2)cc1
Assay by compound,33,34,35,36,37,38,39,40
procasp7 counter,2,-1,-7,-1,2,-8,0,0
AHR act,2,0,12,-1,6,2,1,-1
procasp3 activ,6,4,-1,-3,4,8,-2,-1
EBNA-1 inh,15,-7,3,4,3,-5,-2,7
RPL19A TOR yeast,99,98,106,97,103,91,95,108
LAP4-GFP MLPCN,93,109,105,99,105,94,105,92
ZTA DNA inh,9,-3,-6,-5,-11,-21,4,25
MEP2 TOR yeast,99,109,108,96,94,92,97,105

(41) COc1ccc(F)cc1C(=O)C1CCCN(Cc2ccc(Oc3ncccn3)cc2)C1 (stereo unspecified)
(42) COc1ccc(CCN(C)C(=O)c2c(C)nn(CC(C)C)c2Cl)cc1OC
(43) COc1ccccc1CNC(=O)C1CCN(c2ncnc3c2nc2n3CCCCC2)CC1
(44) CC(C)(C)OC(=O)N1CCC(C(=O)Nc2cccc(C(=O)N3CCOCC3)c2)CC1
(45) O=C(CCC1N=C2c3ccccc3N=C(SCc3ccc(F)cc3)N2C1=O)NCc1ccco1 (stereo unspecified)
(46) O=S(=O)(Nc1nc2ccccc2nc1NCc1ccco1)c1ccc(Cl)cc1
(47) CCc1cccc2c(C(=O)CSc3nncn3-c3ccccc3OC)c[nH]c12
(48) COc1cccc(CNC(=O)c2ccc(NC(=O)C3CCCO3)cc2)c1 (stereo unspecified)
Assay by compound,41,42,43,44,45,46,47,48
procasp7 counter,-2,9,1,-1,-4,-8,10,12
AHR act,0,-2,1,0,2,1,24,1
procasp3 activ,2,2,7,6,-24,-1,-2,7
EBNA-1 inh,-5,7,5,x,-14,8,-12,5
RPL19A TOR yeast,97,100,97,100,100,99,99,104
LAP4-GFP MLPCN,96,97,109,94,103,98,80,105
ZTA DNA inh,-5,13,8,x,-3,6,0,4
MEP2 TOR yeast,95,108,100,99,102,97,97,100

(49) CC(C)OC(=O)c1nn2c(C(F)(F)F)cc(-c3ccc(Br)o3)nc2c1Br
(50) COCc1cc(=O)[nH]c2cc(NC(=O)C(F)(F)F)c(C)cc12
(51) COCc1c(Br)c(C)nc(OCC(=O)N/N=C/c2cc(C)n(-c3ccc([N+](=O)[O-])cc3)c2C)c1C#N
(52) O=C(O)c1ncc(-c2ccccc2)cn1
(53) C/C(N)=C(/C#N)C(=O)CSc1cc(C)c2ccccc2n1
(54) O=C(CSc1ncccn1)N1CCCc2ccccc21
(55) CC(=O)N(CCC(Cc1ccccc1)c1ccco1)Cc1ccco1 (stereo unspecified)
(56) COc1ccc(Nc2nc(N)nc(SCc3nnc(C)s3)n2)cc1
Assay by compound,49,50,51,52,53,54,55,56
procasp7 counter,-2,3,-1,16,1,-1,3,-4
AHR act,4,6,2,-1,12,3,2,56*
procasp3 activ,2,6,8,-9,8,5,-1,-6
EBNA-1 inh,1,-2,-3,3,-6,-11,-6,16
RPL19A TOR yeast,106,104,100,u,98,108,106,u
LAP4-GFP MLPCN,121,102,89,96[may fluoresce red and violet],102,123,98,u
ZTA DNA inh,1,3,3,7,4,0,9,-17
MEP2 TOR yeast,111,107,99,84[may fluoresce red and violet],101,127,105,u

(57) CCOC(=O)N1CCN(C(=O)c2cnn3c(C(F)F)cc(-c4ccc(C)cc4)nc23)CC1
(58) O=c1[nH]cnc2cc(-c3ccccc3)sc12
(59) Cc1ccc(C(C)NC(=O)C23CC4CC(CC(C4)C2)C3)cc1 (stereo unspecified)
(60) COc1ccc(NC(=O)c2cccc(C#N)c2)cc1NS(=O)(=O)c1ccc(F)cc1
(61) O=C(COc1ccccc1)NNc1nc2c(F)cc(F)cc2s1
(62) CC(=O)NC1C(=O)N(C)c2ccc(Br)cc21 (stereo unspecified)
Assay by compound,57,58,59,60,61,62
procasp7 counter,-7,12,-4,-6,5,-7
AHR act,0,5,0,3,6,4
procasp3 activ,3,1,-6,-7,5,-2
EBNA-1 inh,-2,0,-5,8,-2,-2
RPL19A TOR yeast,99,98,105,109,99,103
LAP4-GFP MLPCN,106,109,100,102,116,96
ZTA DNA inh,0,-10,3,-4,-2,-4
MEP2 TOR yeast,120,103,100,112,96,98

Random draw from the library, and some 3.8% of all compounds hit somewhere here.
